PRC2 inh – blocks human EZH2/PRC2 H3K27 methylation; AID 651548; DELFIA TRF, 1 h; hit rate 0.35% among 57,000; inhibition, % at 12.5 µM;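 active = mean inhibition of replicates at least 50% and every single replicate also reaching 50%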;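 also: dimethyl H3K27 on biotinylated H3 21-44 peptide detected by antibody; plate controls were median neutral control wells for no effect and median positive control wells for full effect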
Target sequence (Q15910 whole entry, looked up): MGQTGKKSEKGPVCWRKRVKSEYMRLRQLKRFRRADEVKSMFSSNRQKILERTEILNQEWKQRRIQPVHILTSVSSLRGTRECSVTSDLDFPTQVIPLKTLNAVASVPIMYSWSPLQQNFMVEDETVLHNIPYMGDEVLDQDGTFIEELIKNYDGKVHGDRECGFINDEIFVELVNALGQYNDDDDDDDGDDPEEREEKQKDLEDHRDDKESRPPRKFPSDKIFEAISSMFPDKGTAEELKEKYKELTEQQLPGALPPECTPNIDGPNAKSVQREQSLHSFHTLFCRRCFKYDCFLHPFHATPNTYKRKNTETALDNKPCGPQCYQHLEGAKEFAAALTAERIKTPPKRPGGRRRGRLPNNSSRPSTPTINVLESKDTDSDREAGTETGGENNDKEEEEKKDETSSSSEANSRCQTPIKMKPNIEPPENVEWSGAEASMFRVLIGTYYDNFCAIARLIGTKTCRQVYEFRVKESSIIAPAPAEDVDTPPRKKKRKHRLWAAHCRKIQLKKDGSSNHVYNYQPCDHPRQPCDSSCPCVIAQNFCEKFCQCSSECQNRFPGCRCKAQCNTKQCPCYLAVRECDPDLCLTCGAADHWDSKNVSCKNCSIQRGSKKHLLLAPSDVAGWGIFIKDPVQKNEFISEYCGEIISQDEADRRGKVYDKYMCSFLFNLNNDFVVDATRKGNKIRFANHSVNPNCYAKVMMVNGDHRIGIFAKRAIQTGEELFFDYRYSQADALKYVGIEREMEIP
IDH1 mut inh – inhibitors of human IDH1 R132H; O75874; IDH1 R132H reductase, diaphorase/resazurin fluorescence, 60 min; inhibition, % at 10 µM; hit rate 0.18% among 70,000; AID 624101; in the data active = inhibition above about 34%;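 also: 0% = DMSO and 100% = no enzyme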
Starred values were filed as active, the others as inactive; nt = not tested or not shown. A portion of the library; the hit share may differ from the screen's.

SMILES | PRC2 inh | IDH1 mut inh
COc1ccc(S(=O)(=O)N(C)C[C@H]2Oc3c(NC(=O)C4CCCCC4)cccc3C(=O)N([C@H](C)CO)C[C@H]2C)cc1 | 1.7 | 2.9
C[C@H](NC(=O)C[C@H]1C=C[C@H](NS(=O)(=O)c2cccc(F)c2)[C@H](CO)O1)c1ccccc1 | -14.9 | -0.2
C[C@@H]1CCCCO[C@@H](CN(C)C(=O)CCC(F)(F)F)[C@@H](C)CN([C@H](C)CO)C(=O)c2cc(NS(C)(=O)=O)ccc2O1 | 10.7 | 1.3
CCCC#Cc1ccc2c(c1)O[C@H](CN(C)CCC)[C@H](C)CN([C@@H](C)CO)S2(=O)=O | -9.4 | -1.4
CC(=O)N(C)C[C@H]1Oc2cc(C#Cc3ccccc3F)ccc2S(=O)(=O)N([C@H](C)CO)C[C@@H]1C | 3.8 | -3.2
C[C@H](CO)N1C[C@H](C)[C@H](CN(C)S(=O)(=O)c2ccc(F)cc2)OCCCC[C@H](C)Oc2ccc(NC(=O)c3ccccc3)cc2C1=O | nt | 3.3
O=S(=O)(N[C@@H]1CC[C@@H](CCn2cc(C3CC3)nn2)O[C@H]1CO)c1ccc(F)cc1 | -14.4 | -0.2
CC(C)NC(=O)N(C)C[C@H]1Oc2ccc(NS(C)(=O)=O)cc2CC(=O)N([C@@H](C)CO)C[C@@H]1C | 4.1 | 2.3
CCCNC(=O)C[C@H]1C[C@@H]2c3cc(NC(=O)COC)ccc3O[C@@H]2[C@@H](CO)O1 | -2.5 | -0.4
O=C(C[C@H]1C=C[C@@H](NS(=O)(=O)c2ccc(F)cc2)[C@H](CO)O1)N1CCC(Cc2ccccc2)CC1 | -0.5 | -0.4
COc1cc2ccc(=O)oc2c(CC=C(C)C)c1OC | nt | -0.8
Cc1ccc(S(=O)(=O)N(C)CC(=O)Nc2ccc(C)c(C)c2)cc1 | nt | -0.6
COc1ccc(NC(=O)N(C)C[C@@H]2OCCCC[C@@H](C)Oc3ccc(NS(=O)(=O)c4ccc(OC)cc4)cc3C(=O)N([C@@H](C)CO)C[C@H]2C)cc1 | nt | 1.4
C[C@@H]1CN([C@H](C)CO)C(=O)c2ccccc2-c2ccccc2CO[C@@H]1CN(C)Cc1ccc(F)cc1 | 2.3 | -0.2
COc1ccc([N+](=O)[O-])cc1NC(=O)CN(c1cc(C)ccc1C)S(C)(=O)=O | -2.1 | 0.5
COc1cccc(CNC(=O)c2cc3c(c(-c4cccc(-c5ccc(C#N)cc5)c4)n2)[C@@H](CCO)N([S@](=O)C(C)(C)C)C3)c1 | -4.2 | 0.4
Cc1cc(C(=O)c2ccccc2)ccc1OC(=O)COc1ccccc1[N+](=O)[O-] | 2.9 | 2.0
COc1cc(C)nc(NC(=O)COc2ccc(Cl)cc2C)n1 | -11.6 | 0.1
Cc1cc(N(CC(=O)Nc2cccc(C)c2C)S(C)(=O)=O)ccc1Br | -6.3 | -0.2
CO[C@@H]1CN(C)C(=O)c2ccc(NC(=O)c3ccccc3)cc2OC[C@@H](C)N(C(C)=O)C[C@H]1C | -11.8 | -0.1

Complete entries, quoted from the list. Order of values: PRC2 inh, IDH1 mut inh
Cc1ccc(S(=O)(=O)N(C)CC(=O)Nc2ccc(C)c(C)c2)cc1 is listed with nt, -0.6
CCCNC(=O)C[C@H]1C[C@@H]2c3cc(NC(=O)COC)ccc3O[C@@H]2[C@@H](CO)O1 is listed with -2.5, -0.4
O=S(=O)(N[C@@H]1CC[C@@H](CCn2cc(C3CC3)nn2)O[C@H]1CO)c1ccc(F)cc1 is listed with -14.4, -0.2
Cc1cc(C(=O)c2ccccc2)ccc1OC(=O)COc1ccccc1[N+](=O)[O-] is listed with 2.9, 2.0

The listing continues.
SMILES | PRC2 inh | IDH1 mut inh
CCCNC(=O)C[C@H]1C[C@@H]2c3cc(NC(=O)c4cccnc4)ccc3O[C@@H]2[C@@H](CO)O1 | 1.4 | 0.3
CN(C)CC(=O)N[C@H]1C=C[C@@H](CC(=O)NCc2ccccc2F)O[C@H]1CO | -25.7 | 0.5
COc1ccc(NC(=O)Nc2ccc3c(c2)[C@@H]2C[C@@H](CC(=O)NCc4ccccc4F)O[C@H](CO)[C@@H]2O3)cc1 | -3.1 | 0.2
N=C(N)SCc1nc(N)nc(N2CCCCC2)n1 | -1.6 | 0.2
COc1ccccc1NC(=O)N[C@H]1CC[C@H](CCn2cc(-c3cccnc3)nn2)O[C@@H]1CO | -0.4 | -0.2
COCC(=O)N(C)C[C@@H]1Oc2cc(C#CC(C)(C)O)ccc2S(=O)(=O)N([C@H](C)CO)C[C@@H]1C | 0.3 | 2.9
C[C@H](CO)N1C[C@H](C)[C@@H](CN(C)Cc2ccccc2)Oc2ccc(NC(=O)C3CCCCC3)cc2CC1=O | -12.4 | 1.4
CCS(=O)(=O)Nc1ccc2c(c1)C(=O)N(C)C[C@H](OC)[C@H](C)CN(Cc1nccs1)[C@H](C)CO2 | 8.8 | -0.5
COCCNC(=O)c1ccccc1NC(=O)Nc1ccc(Cl)cc1 | -8.5 | 0.0
C[C@@H]1CN([C@H](C)CO)C(=O)c2cc(-c3ccc(F)cc3)cnc2O[C@@H]1CN(C)C(=O)c1cccnc1 | 2.2 | -5.3
COCC#Cc1ccc2c(c1)O[C@@H](CN(C)Cc1ccc3c(c1)OCO3)[C@@H](C)CN([C@@H](C)CO)S2(=O)=O | 3.9 | 0.0
COCCNC(=O)C[C@H]1C=C[C@@H](NC(=O)NC2CCCC2)[C@@H](CO)O1 | 8.4 | -0.2
COCC(=O)N(C)C[C@H]1Oc2cc(C#CC(C)C)ccc2S(=O)(=O)N([C@@H](C)CO)C[C@@H]1C | nt | -0.1
C[C@@H]1CN([C@H](C)CO)C(=O)c2cc(NC(=O)Cc3ccccc3)ccc2O[C@@H](C)CCCCO[C@H]1CN(C)C(=O)Nc1ccccc1 | nt | -2.2
C/C=C1\C(O[C@@H]2O[C@H](CO)[C@@H](O)[C@H](O)[C@H]2O)OC=C(C(=O)OC)C1CC(=O)OC[C@@H]1[C@H](C)[C@@H](OC(=O)CC2C(C(=O)OC)=COC(O[C@@H]3O[C@H](CO)[C@@H](O)[C@H](O)[C@H]3O)/C2=C\C)C[C@H]1C(CO)CO (stereo partly specified) | nt | -0.3
CCCNC(=O)N(C)C[C@H]1Oc2ncc(C#Cc3ccncc3)cc2C(=O)N([C@@H](C)CO)C[C@H]1C | 16.6 | 28.3
O=C(C[C@H]1C=C[C@H](NC(=O)c2ccncc2)[C@@H](CO)O1)NCC1CC1 | 14.3 | 0.1
C[C@H](CO)N1C[C@H](C)[C@@H](CN(C)Cc2ccccn2)Oc2cc(-c3cncnc3)ccc2S1(=O)=O | nt | -0.3
C[C@@H]1CN([C@H](C)CO)C(=O)c2cccc(NC(=O)CCCCCC(=O)Nc3ccccc3N)c2O[C@@H]1CN(C)Cc1ccc(C(F)(F)F)cc1 | -8.8 | -0.1
CCNC(=O)C[C@@H]1CC[C@@H](NC(=O)C2CCOCC2)[C@@H](CO)O1 | -6.7 | 0.1
Cc1noc(C)c1NC(=O)N(C)C[C@@H]1Oc2c(NC(=O)C3CC3)cccc2C(=O)N([C@H](C)CO)C[C@H]1C | nt | -1.3
NS(=O)(=O)c1cc2c(cc1C(F)(F)F)NCNS2(=O)=O | nt | 0.5
C[C@@H]1CN([C@H](C)CO)C(=O)c2cc(C#CCN(C)C)cnc2O[C@@H]1CN(C)Cc1ccccc1F | nt | 0.0
CCOC(=O)N(C)C[C@@H]1OCc2cn(nn2)CCCC(=O)N([C@@H](C)CO)C[C@@H]1C | 4.6 | nt
CNC[C@H]1Oc2ccc(NS(=O)(=O)c3ccc(OC)cc3)cc2C(=O)N([C@@H](C)CO)C[C@H]1C | -3.2 | 2.2
COc1ccc(NC(=O)N(C)C[C@@H]2OCc3ccccc3-c3c(n(C)c4ccccc34)C(=O)N([C@H](C)CO)C[C@H]2C)cc1 | -10.9 | -0.2
C[C@H]1CN([C@@H](C)CO)C(=O)c2cccc(NC(=O)Nc3ccc(F)cc3)c2O[C@@H]1CN(C)Cc1ccc(Cl)c(Cl)c1 | nt | -10.2
C/C=C/c1ccc2c(c1)O[C@@H](CN(C)Cc1cccc(F)c1)[C@@H](C)CN([C@@H](C)CO)S2(=O)=O | 12.6 | -1.1
NC(=O)c1c(NC(=O)CSc2ncn[nH]2)sc2c1CCC2 | -2.3 | 1.2
CC(Sc1nc(=O)cc(N)n1-c1ccccc1)C(=O)Nc1cccc(Cl)c1 (stereo unspecified) | -4.2 | 0.2
C[C@@H]1CCCCO[C@@H](CN(C)CC2CCCCC2)[C@H](C)CN([C@@H](C)CO)C(=O)c2cc(NS(=O)(=O)c3cccs3)ccc2O1 | nt | 3.5
COc1cc(C(=O)NCc2ccc(OCCN(C)C)cc2)cc(OC)c1OC | nt | 1.3
O=C(NC1CCCC1)N[C@@H]1CC[C@@H](CC(=O)N2CCOCC2)O[C@H]1CO | -11.1 | 0.2
COCC(=O)N1C[C@@H](C)[C@@H](OC)CN(C)C(=O)c2cc(NC(=O)c3ccc(OC)cc3)ccc2OC[C@@H]1C | 2.2 | 0.6
C[C@@H]1CN([C@@H](C)CO)C(=O)Cc2cc(NC(=O)NC3CCCCC3)ccc2O[C@H]1CN(C)S(=O)(=O)c1cccs1 | nt | 1.5
C[C@@H]1CCCCO[C@@H](CN(C)S(C)(=O)=O)[C@H](C)CN([C@@H](C)CO)C(=O)c2cc(NC(=O)c3ccccc3)ccc2O1 | -1.2 | nt
C[C@H](CO)N1C[C@H](C)[C@@H](CN(C)C(=O)c2ccncc2)Oc2ncc(C#C[C@@H](C)O)cc2C1=O | -2.8 | 3.0
COC(=O)C[C@H]1CC[C@H](N)[C@@H](CO)O1 | 6.5 | -0.5
C[C@@H]1CN([C@@H](C)CO)C(=O)c2cc(NC(=O)Cc3ccccc3)ccc2O[C@H]1CN(C)Cc1ccc(C(=O)O)cc1 | -0.7 | -1.2
COC(=O)C1=CO[C@@H](O[C@@H]2O[C@H](CO)[C@@H](O)[C@H](O)[C@H]2O)[C@@H]2[C@@](C)(O)[C@@H](OC(=O)/C=C/c3ccc(O)cc3)C[C@]12O | nt | -1.2

3 entries from above, as labelled records:
NC(=O)c1c(NC(=O)CSc2ncn[nH]2)sc2c1CCC2
  PRC2 inh: -2.3 | IDH1 mut inh: 1.2

COCC(=O)N1C[C@@H](C)[C@@H](OC)CN(C)C(=O)c2cc(NC(=O)c3ccc(OC)cc3)ccc2OC[C@@H]1C
  PRC2 inh: 2.2 | IDH1 mut inh: 0.6

COC(=O)C[C@H]1CC[C@H](N)[C@@H](CO)O1
  PRC2 inh: 6.5 | IDH1 mut inh: -0.5

Further structures follow.
SMILES | PRC2 inh | IDH1 mut inh
CNC[C@H]1Oc2ccc(NS(=O)(=O)c3cccs3)cc2C(=O)N([C@@H](C)CO)C[C@@H]1C | nt | 0.3
CN(C)C(=O)C[C@@H]1C[C@@H]2c3cc(NC(=O)CC4CC4)ccc3O[C@@H]2[C@@H](CO)O1 | 4.2 | 0.5
O=C(N[C@@H]1CC[C@H](CC(=O)N2CCc3ccccc3C2)O[C@H]1CO)C1CCC1 | 0.1 | 0.2
C[C@@H]1CN([C@@H](C)CO)C(=O)Cc2cc(NS(=O)(=O)c3ccc(F)cc3)ccc2O[C@@H]1CN(C)C | 2.3 | nt
O=C(C[C@@H]1C[C@@H]2c3cc(NC(=O)C4CCOCC4)ccc3O[C@@H]2[C@H](CO)O1)NCc1cccnc1 | -7.2 | -0.4
COC(=O)c1cccc(NC(=O)CSc2n[nH]c(-c3ccc(Cl)cc3)n2)c1 | -14.2 | 0.8
COc1cccc(-c2ccc(C#N)c(SCC(=O)Nc3ccccc3Br)n2)c1 | 19.9 | -0.5
O=C(C[C@@H]1CC[C@@H](NC(=O)CC2CC2)[C@@H](CO)O1)NCc1ccc(Cl)cc1 | 1.0 | 0.5
CO[C@H]1O[C@H](CO)[C@@H](OC(=O)Nc2ccccc2)[C@H](OC(=O)Nc2ccccc2)[C@H]1OC(=O)Nc1ccccc1 | -2.8 | 0.2
COc1cccc(NC(=O)N(C)C[C@H]2Oc3cc(C#Cc4ccncc4)ccc3S(=O)(=O)N([C@H](C)CO)C[C@@H]2C)c1 | -8.7 | 0.2
C/C=C/c1ccc2c(c1)O[C@@H](CN(C)C(=O)Nc1cc(F)ccc1F)[C@H](C)CN([C@H](C)CO)S2(=O)=O | nt | 0.0
C[C@@H]1CN([C@H](C)CO)C(=O)c2cc(NC(=O)Nc3cccc4ccccc34)ccc2O[C@H]1CN(C)Cc1ccc(C(F)(F)F)cc1 | nt | 0.2
Cc1c(Cl)cccc1NC(=O)CCN1C(=O)c2ccccc2S1(=O)=O | nt | 0.1
Cc1ccc(S(=O)(=O)N(C)C[C@H]2Oc3c(NC(=O)c4ccc(-c5nccs5)cc4)cccc3C(=O)N([C@@H](C)CO)C[C@@H]2C)cc1 | nt | 0.1
C[C@@H]1CN([C@@H](C)CO)C(=O)c2cccc(NC(=O)c3nc4ccccc4s3)c2O[C@H]1CN(C)CC1CCCCC1 | nt | -0.8
C[C@@H]1CN([C@H](C)CO)C(=O)c2cc(NS(C)(=O)=O)ccc2O[C@@H]1CN(C)S(=O)(=O)c1ccccc1 | nt | 0.1
Cc1noc(C)c1S(=O)(=O)N(C)C[C@H]1OCc2ccccc2-c2c(n(C)c3ccccc23)C(=O)N([C@@H](C)CO)C[C@@H]1C | -25.6 | nt
COc1ccc(S(=O)(=O)N[C@@H]2C=C[C@@H](CC(=O)N3CCc4ccccc4C3)O[C@H]2CO)cc1 | -9.9 | 0.7
CO[C@@H]1CN(C)C(=O)c2ccc(NC(=O)C3CC3)cc2OC[C@@H](C)N(CCC(F)(F)F)C[C@@H]1C | 2.6 | -0.5
O=S(=O)(N[C@H]1CC[C@@H](CCn2cc(-c3cccc(F)c3)nn2)O[C@@H]1CO)c1ccccc1 | 25.5 | -0.1
CC(O)c1nc2ccccc2n1CCOc1ccc(Br)cc1 (stereo unspecified) | -26.1 | -0.4

Screens from PubChem BioAssay.
